Source: PubChem
LRH-1 inv ag: inverse agonists of human LRH-1 (NR5A2); O00482; inhibition, % at 3.6 µM; 360,000 tested, 0.13% active; HEK293T StAR-luciferase reporter, LRH-1 transfected, 24 h; AID 602396;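 active = inhibition above the mean inhibition of all tested compounds plus 3 SD, cut at about 73% in these data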;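 note: 0% = DMSO wells and 100% = reporter-only cells lacking LRH-1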
Target sequence (O00482 whole entry, looked up): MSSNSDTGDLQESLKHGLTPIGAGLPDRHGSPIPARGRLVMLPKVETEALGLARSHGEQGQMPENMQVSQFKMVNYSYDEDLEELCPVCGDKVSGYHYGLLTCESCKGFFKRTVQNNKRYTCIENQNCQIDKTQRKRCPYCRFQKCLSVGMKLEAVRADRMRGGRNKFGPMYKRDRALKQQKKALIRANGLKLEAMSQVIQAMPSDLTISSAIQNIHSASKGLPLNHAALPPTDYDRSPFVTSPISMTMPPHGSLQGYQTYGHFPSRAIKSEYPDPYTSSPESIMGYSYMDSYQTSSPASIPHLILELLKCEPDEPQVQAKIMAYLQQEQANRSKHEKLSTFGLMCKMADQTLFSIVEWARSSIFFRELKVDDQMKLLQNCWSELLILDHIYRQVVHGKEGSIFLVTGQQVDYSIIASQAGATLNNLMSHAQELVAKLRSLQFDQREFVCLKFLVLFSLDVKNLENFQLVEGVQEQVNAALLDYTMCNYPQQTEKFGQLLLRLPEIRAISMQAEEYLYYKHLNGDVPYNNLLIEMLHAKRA
Shn3 3UTR inh: Schnurri-3 reporter inhibition in Clone20 osteoblasts | Clone20 osteoblast Shn3 3'UTR firefly luciferase, 24 h | inhibition, % at 12.5 µM | 360,000 tested, 0.52% active;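 active = mean inhibition of at least 75% with every replicate also reaching 75%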;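 note: 0% = median of neutral control wells and 100% = pilot-screen positive control compound; some compounds past the cut are filed as inactive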
TROY signal inh: blocks TROY-dependent signaling in reporter cells | inhibition, % at 10 µM | 360,000 tested, 0.98% active | Q293 LMP1-TROYcd NF-kB luciferase reporter, 4 h;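 active = compounds whose plate-normalised and pattern-corrected inhibition of the luciferase reporter signal at the single screening dose is 50% or more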
TWEAK-Fn14 inh: blocks TWEAK-Fn14 interaction in a reporter cell assay; TWEAK-stimulated Fn14 reporter cells, luciferase luminescence, 8 h; inhibition, % at 10 µM; 360,000 tested, 2% active; AID 1159606; in the data active = inhibition above about 50%
LMP1 NFkB inh: Epstein-Barr LMP1 NF-kappaB reporter inhibition; AID 504558; LMP1-induced NF-kappaB luciferase reporter cells, luminescence; 350,000 tested, 0.69% active; inhibition, % at 12.5 µM; in the data active = inhibition above about 41%;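 note: 0% = neutral control wells and 100% = reference inhibitor control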
CF NFkB block: inhibitors of cystic fibrosis induced NF-kB. KKLEB NF-kB-GFP reporter, PAF-induced, GFP fluorescence overnight. inhibition, % at 5 µM. 360,000 tested, 0.86% active. AID 588850;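 active = at least 50% inhibition at 5 µM, scaled per plate between neutral and stimulator controls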;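 note: PAF is a Pseudomonas aeruginosa culture filtrate used as stimulus; plate controls were PAF-stimulated DMSO wells for no effect and unstimulated DMSO wells for full effect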
SRC1 inh: human NCOA1 inhibition; HEK293 GAL4-SRC1 luciferase reporter, luminescence; inhibition, % at 3.6 µM; 360,000 tested, 0.12% active; AID 588354;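 active = inhibition above the campaign mean plus 3 SD, with each screening campaign given its own cutoff, cut at about 60% in these data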;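 note: 0% = DMSO treated cells and 100% = gossypol at 36 µM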
SRC3 inh: inhibits human SRC3 coactivator. HEK293 GAL4-SRC3 luciferase reporter, luminescence. inhibition, % at 3.6 µM. 360,000 tested, 0.17% active. AID 588352;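 active = inhibition above a per-campaign cutoff, the mean of all compounds plus 3 SD, cut at about 60% in these data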;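 note: 0% = DMSO-treated cells and 100% = gossypol-treated cells at 36 µM; higher means less SRC3-driven luciferase light from the GAL4 reporter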
C8 TRAIL sens: sensitizes caspase-8 expressing cells to TRAIL; NB7+C8 cells + TRAIL, ATPlite viability luminescence; inhibition (viability loss, TRAIL sensitization), % at 10 µM; 360,000 tested, 1% active;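 active = compounds causing at least 50% loss of cell viability in the single-dose screen, relative to plate controls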
COUP-TFII inh: NR2F2 (human) inhibition, primary screen; P24468; HEK293T NGFI-A luciferase reporter, luminescence; inhibition, % at 8.6 µM; 370,000 tested, 0.7% active; AID 686940;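 active = inhibition above a per-plate cutoff, mean inhibition of test wells between control levels plus 3 SD, cut at about 38% in these data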;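 note: cells cotransfected with COUP-TFII expression vector driving the NGFI-A reporter; 0% = median of COUP-TF2 test wells and 100% = reporter-only cells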
Target sequence (P24468 whole entry, looked up): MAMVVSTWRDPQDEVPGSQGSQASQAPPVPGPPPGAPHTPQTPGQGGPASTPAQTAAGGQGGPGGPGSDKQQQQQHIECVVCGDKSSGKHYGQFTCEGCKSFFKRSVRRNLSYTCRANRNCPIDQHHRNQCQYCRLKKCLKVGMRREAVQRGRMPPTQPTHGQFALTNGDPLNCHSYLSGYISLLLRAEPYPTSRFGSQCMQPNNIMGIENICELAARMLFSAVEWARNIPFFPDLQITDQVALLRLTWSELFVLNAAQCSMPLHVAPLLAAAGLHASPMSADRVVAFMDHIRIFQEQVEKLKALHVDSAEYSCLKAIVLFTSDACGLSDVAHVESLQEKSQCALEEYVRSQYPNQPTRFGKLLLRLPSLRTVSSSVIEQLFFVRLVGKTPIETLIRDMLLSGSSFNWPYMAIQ
KKLEB cytotox: reduces viability of KKLEB cystic fibrosis airway cells | activity change (cytotoxicity), % at 5 µM | 360,000 tested, 0.36% active | AID 602141 | KKLEB CF airway cells viability, ATPlite luminescence, overnight; stronger effect = lower value; cells stimulated with P. aeruginosa culture filtrate;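 active = corrected activity change at or below -50% at 5 µM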
* hit, by the source's call. Only part of the results is shown; rates above refer to the full screens.

What do the screens show for `CCN1CCN(C(=S)Nc2ccc(Cl)cc2)CC1`?
LRH-1 inv ag: 6.6; Shn3 3UTR inh: 3.8; TROY signal inh: -27.5; TWEAK-Fn14 inh: -10.1; LMP1 NFkB inh: -4.6; CF NFkB block: -9.2; SRC1 inh: -11.3; SRC3 inh: 1.9; C8 TRAIL sens: -1.6; COUP-TFII inh: 2.4; KKLEB cytotox: 13.2

Results for Cc1nc2c(OCc3ccc(Cl)cc3)cccn2c1N(C)C(=O)CCC1CCCC1 ?
LRH-1 inv ag: -2.1; Shn3 3UTR inh: 21.4; TROY signal inh: 25.9; TWEAK-Fn14 inh: 13.1; CF NFkB block: -54.8; SRC1 inh: 0.7; SRC3 inh: -4.2; C8 TRAIL sens: 7.8; COUP-TFII inh: -1.7; KKLEB cytotox: 23.8

Results for Cc1cccc(C)c1NC(=O)COC(=O)c1nonc1N ?
LRH-1 inv ag: -7.8; Shn3 3UTR inh: 3.4; TROY signal inh: -9.5; TWEAK-Fn14 inh: 5.5; LMP1 NFkB inh: 2.8; CF NFkB block: -1.8; SRC1 inh: 6.4; SRC3 inh: 16.2; C8 TRAIL sens: -2.2; COUP-TFII inh: 3.7; KKLEB cytotox: -2.9

What do the screens show for `O=c1[nH]c(Nc2ccccn2)cc2ccccc12`?
LRH-1 inv ag: -61.0; Shn3 3UTR inh: -45.8; TROY signal inh: -15.4; TWEAK-Fn14 inh: 13.5; LMP1 NFkB inh: -30.8; CF NFkB block: 9.1; SRC1 inh: -65.3; SRC3 inh: -36.3; C8 TRAIL sens: -6.2; COUP-TFII inh: -8.3; KKLEB cytotox: 0.9

How did COc1ccc(CN2CCC[C@]3(N[C@H](c4ccc(OC)cc4)[C@@H]4C(=O)N(C)C(=O)[C@@H]43)C2=O)cc1 do in these assays?
LRH-1 inv ag: 10.3; Shn3 3UTR inh: -1.6; TROY signal inh: 2.5; TWEAK-Fn14 inh: 6.0; LMP1 NFkB inh: -5.9; CF NFkB block: 14.6; SRC1 inh: -7.6; SRC3 inh: -10.0; C8 TRAIL sens: -1.8; COUP-TFII inh: -23.1; KKLEB cytotox: -1.3

Results for O=Cc1ccc(OCC(=O)N2CCc3ccccc32)c(Br)c1 ?
LRH-1 inv ag: -69.5; Shn3 3UTR inh: -82.6; TROY signal inh: -42.0; TWEAK-Fn14 inh: -22.2; LMP1 NFkB inh: -40.5; CF NFkB block: -0.1; SRC1 inh: -85.5; SRC3 inh: -80.1; C8 TRAIL sens: 19.2; COUP-TFII inh: -25.5; KKLEB cytotox: 7.2

What do the screens show for `COc1cccc(-n2cc3c(c2-c2ccccc2)c(=O)n(C)c(=O)n3C)c1`?
LRH-1 inv ag: 20.2; Shn3 3UTR inh: 6.7; TROY signal inh: 22.7; TWEAK-Fn14 inh: -10.4; LMP1 NFkB inh: 0.5; CF NFkB block: 6.5; SRC1 inh: -2.9; SRC3 inh: -14.8; C8 TRAIL sens: 3.7; COUP-TFII inh: -2.2; KKLEB cytotox: 4.8

What do the screens show for `COc1ccc(CNC(=O)COc2ccc([N+](=O)[O-])cc2)cc1`?
LRH-1 inv ag: 5.7; Shn3 3UTR inh: 2.4; TROY signal inh: 6.4; TWEAK-Fn14 inh: 1.0; LMP1 NFkB inh: -5.2; CF NFkB block: 7.3; SRC1 inh: -7.3; SRC3 inh: 10.8; C8 TRAIL sens: -10.1; COUP-TFII inh: -5.5; KKLEB cytotox: 4.5

Results for COC(=O)c1nnn(-c2nonc2N)c1CSc1nnc(N)s1 ?
LRH-1 inv ag: -2.3; Shn3 3UTR inh: -0.1; TROY signal inh: 6.5; TWEAK-Fn14 inh: -2.4; LMP1 NFkB inh: -1.7; CF NFkB block: 6.2; SRC1 inh: -17.5; SRC3 inh: 9.1; C8 TRAIL sens: 8.8; COUP-TFII inh: 6.3; KKLEB cytotox: 0.2

What do the screens show for `O=C(NC(Cc1ccccc1)C(=O)O)/C(=C\c1ccco1)NC(=O)c1ccc(Br)cc1` (stereo not given)?
LRH-1 inv ag: -17.3; Shn3 3UTR inh: 11.9; TROY signal inh: 18.4; TWEAK-Fn14 inh: -14.5; LMP1 NFkB inh: -1.1; CF NFkB block: -0.1; SRC1 inh: -1.7; SRC3 inh: -1.8; C8 TRAIL sens: -4.1; COUP-TFII inh: 12.8; KKLEB cytotox: 14.2

How did COc1ccc(N2CCN(CC(=O)Nc3ccc(-n4cnnn4)cc3)CC2)cc1 do in these assays?
LRH-1 inv ag: 14.3; Shn3 3UTR inh: -12.1; TROY signal inh: 21.6; TWEAK-Fn14 inh: 11.8; LMP1 NFkB inh: -2.0; CF NFkB block: -3.5; SRC1 inh: -29.9; SRC3 inh: 6.1; C8 TRAIL sens: -28.0; COUP-TFII inh: 5.5; KKLEB cytotox: -3.3

How did O=C(O)/C(=C\c1ccco1)NC(=O)c1ccc(Br)o1 do in these assays?
LRH-1 inv ag: 7.1; Shn3 3UTR inh: 7.6; TROY signal inh: 3.9; TWEAK-Fn14 inh: -12.9; LMP1 NFkB inh: -0.5; CF NFkB block: 13.2; SRC1 inh: -4.0; SRC3 inh: 12.8; C8 TRAIL sens: -18.5; COUP-TFII inh: -18.4; KKLEB cytotox: -4.0

What do the screens show for `COC(=O)C(C)Sc1nc2c(cnn2-c2ccc(C)cc2)c(=O)[nH]1` (stereo not given)?
LRH-1 inv ag: 0.7; Shn3 3UTR inh: 1.0; TROY signal inh: -2.7; TWEAK-Fn14 inh: 5.8; LMP1 NFkB inh: -6.4; CF NFkB block: 4.7; SRC1 inh: -4.5; SRC3 inh: -13.9; C8 TRAIL sens: 22.7; COUP-TFII inh: 6.0; KKLEB cytotox: -1.5

How did C/C(=N\NC(=O)c1ccc2c(c1)OCCO2)c1ccccc1 do in these assays?
LRH-1 inv ag: -37.7; Shn3 3UTR inh: 4.7; TROY signal inh: -37.2; TWEAK-Fn14 inh: 70.0*; LMP1 NFkB inh: 12.0; CF NFkB block: -5.7; SRC1 inh: -84.3; SRC3 inh: -55.5; C8 TRAIL sens: 48.3; COUP-TFII inh: -21.4; KKLEB cytotox: 1.4

Results for CCN(CC(O)c1cccc(O)c1)C(=O)C12CC3CC(CC(C3)C1)C2 (stereo not given) ?
LRH-1 inv ag: -6.6; Shn3 3UTR inh: 12.7; TROY signal inh: 10.0; TWEAK-Fn14 inh: -4.9; LMP1 NFkB inh: 2.4; CF NFkB block: 16.0; SRC1 inh: -15.5; SRC3 inh: 0.1; C8 TRAIL sens: -14.0; COUP-TFII inh: -32.2; KKLEB cytotox: -23.5

Results for CC1CCCN(C(=O)CCS(=O)(=O)c2ccc3c(c2)n(C)c(=O)c(=O)n3C)C1 (stereo not given) ?
LRH-1 inv ag: -5.3; Shn3 3UTR inh: 3.7; TROY signal inh: 1.1; TWEAK-Fn14 inh: 13.4; LMP1 NFkB inh: 2.6; CF NFkB block: 0.2; SRC1 inh: -4.0; SRC3 inh: 12.0; C8 TRAIL sens: -7.7; COUP-TFII inh: -23.5; KKLEB cytotox: 8.7

How did CC(=O)C(Cc1ccccc1)NC(=O)CCl (stereo not given) do in these assays?
LRH-1 inv ag: 24.9; Shn3 3UTR inh: -45.8; TROY signal inh: -24.1; TWEAK-Fn14 inh: 7.6; LMP1 NFkB inh: -10.0; CF NFkB block: -2.9; SRC1 inh: -18.7; SRC3 inh: 6.7; C8 TRAIL sens: -4.3; COUP-TFII inh: -26.6; KKLEB cytotox: -21.6

How did CN(C)CCCNC(=S)Nc1ccc(Br)cc1 do in these assays?
LRH-1 inv ag: -17.8; Shn3 3UTR inh: -7.9; TROY signal inh: -11.2; TWEAK-Fn14 inh: 4.7; LMP1 NFkB inh: -3.8; CF NFkB block: 15.7; SRC1 inh: 4.2; SRC3 inh: 5.0; C8 TRAIL sens: -17.4; COUP-TFII inh: -4.0; KKLEB cytotox: -0.9

How did COC(=O)Cc1c(C)c2c(OCc3nn[nH]n3)cc(C)cc2oc1=O do in these assays?
LRH-1 inv ag: 19.5; Shn3 3UTR inh: -12.2; TROY signal inh: -27.7; TWEAK-Fn14 inh: 22.3; LMP1 NFkB inh: 1.1; CF NFkB block: 11.6; SRC1 inh: 7.7; SRC3 inh: 10.7; C8 TRAIL sens: 12.7; COUP-TFII inh: 5.2; KKLEB cytotox: 1.7

Results for COc1ccc(C2SCCN2S(=O)(=O)c2ccccc2)cc1 (stereo not given) ?
LRH-1 inv ag: -26.3; Shn3 3UTR inh: 23.3; TROY signal inh: -13.9; TWEAK-Fn14 inh: 15.3; LMP1 NFkB inh: -6.6; CF NFkB block: 11.7; SRC1 inh: 17.9; SRC3 inh: 9.7; C8 TRAIL sens: 4.5; COUP-TFII inh: 13.4; KKLEB cytotox: -9.7

Results for CNc1nc(N(C)C)nc(N(C)C)n1 ?
LRH-1 inv ag: -2.7; Shn3 3UTR inh: -78.1; TROY signal inh: -9.4; TWEAK-Fn14 inh: 3.7; LMP1 NFkB inh: -10.0; CF NFkB block: -12.9; SRC1 inh: -3.5; SRC3 inh: -10.2; C8 TRAIL sens: -3.5; COUP-TFII inh: -9.1; KKLEB cytotox: 9.7

What do the screens show for `COc1ccc(C2CC(c3c(-c4ccccc4)c4cc(Cl)ccc4[nH]c3=O)=NN2S(C)(=O)=O)cc1OC` (stereo not given)?
LRH-1 inv ag: 8.6; Shn3 3UTR inh: 8.6; TROY signal inh: 8.4; TWEAK-Fn14 inh: 24.5; LMP1 NFkB inh: -2.8; CF NFkB block: 12.2; SRC1 inh: 0.6; SRC3 inh: 19.6; C8 TRAIL sens: 3.2; COUP-TFII inh: -5.0; KKLEB cytotox: -26.0

Results for COc1ccc(NC(=O)c2ccc(-c3csc(C)n3)cc2)cc1 ?
LRH-1 inv ag: -73.2; Shn3 3UTR inh: -65.1; TROY signal inh: -42.0; TWEAK-Fn14 inh: 4.5; LMP1 NFkB inh: 1.8; CF NFkB block: 17.7; SRC1 inh: -50.6; SRC3 inh: -98.0; C8 TRAIL sens: 36.9; COUP-TFII inh: -16.4; KKLEB cytotox: -8.8

How did O=C(O)c1cc(O)c2c(c1)C(=O)c1cccc(O)c1C2=O do in these assays?
LRH-1 inv ag: 1.1; Shn3 3UTR inh: -12.7; TROY signal inh: -14.8; TWEAK-Fn14 inh: 2.7; LMP1 NFkB inh: -7.5; CF NFkB block: -50.7; SRC1 inh: -21.5; SRC3 inh: -22.9; C8 TRAIL sens: 25.9; COUP-TFII inh: -9.7; KKLEB cytotox: -2.5

What do the screens show for `COc1ccc(-c2nc3ccc(C)cn3c2Cc2ccccc2)cc1OC`?
LRH-1 inv ag: -30.1; Shn3 3UTR inh: 21.6; TROY signal inh: -5.8; TWEAK-Fn14 inh: -28.3; CF NFkB block: -21.0; SRC1 inh: -11.9; SRC3 inh: -15.8; C8 TRAIL sens: 0.1; COUP-TFII inh: -9.7; KKLEB cytotox: -2.0
